Bioassay records: PubChem, The Scripps Research Institute Molecular Screening Center
UHRF1 binding – human UHRF1 methylated DNA binding inhibitors; Q96T88; UHRF1 binding to methylated oligo, TR-FRET; inhibition, % at 4.4 µM; 370,000 compounds, 0.75% hits; in the data active = inhibition above about 21%;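 note: UHRF1 SRA domain binding a hemimethylated CpG hairpin DNA probe; 0% = median of test compound wells and 100% = reference inhibitor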
PLC-beta3 inh – blocks human PLC-beta3 enzyme activity | Q01970 | Purified PLC-beta3, fluorogenic substrate, fluorescence | inhibition, % at 12.2 µM | 370,000 compounds, 0.18% hits | AID 720704; in the data active = inhibition above about 11%;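 note: 0% = median of compound wells on plate and 100% = full blocker control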
KLK7 zymogen act – proKLK7 (human) activation, primary screen. purified proKLK7, EDANS-DABCYL substrate fluorescence; 100% is mature enzyme control, 0% vehicle. activation, % at 7 µM. 370,000 compounds, 0.9% hits. AID 652039;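 active = activation above the mean of all tested compounds plus 3 SD, computed per campaign excluding outliers beyond control limits, cut at about 13% in these data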
Target sequence (P49862 whole entry, looked up): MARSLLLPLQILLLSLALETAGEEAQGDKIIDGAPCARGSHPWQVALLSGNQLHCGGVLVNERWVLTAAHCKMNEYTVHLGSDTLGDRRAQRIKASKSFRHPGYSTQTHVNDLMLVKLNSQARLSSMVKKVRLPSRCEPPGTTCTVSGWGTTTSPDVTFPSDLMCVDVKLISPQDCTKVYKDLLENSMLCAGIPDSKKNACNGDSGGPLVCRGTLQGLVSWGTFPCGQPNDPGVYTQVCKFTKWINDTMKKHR
PLC-gamma1 inh – PLC-gamma1 (human) inhibition, primary screen | P19174 | purified PLC-gamma1, fluorogenic substrate, fluorescence | inhibition, % at 12.2 µM | 370,000 compounds, 0.84% hits | AID 720700; in the data active = inhibition above about 9.5%
Tn6 DDE FP – DD(E)-Tn6 binding inhibition, primary FP screen. Fibrin DD(E) TRITC-Tn6 fluorescence polarization displacement. inhibition, % at 8.3 µM. 370,000 compounds, 0.21% hits. AID 720509;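 active = inhibition above a per-campaign cutoff: mean of compounds within control limits plus 3 SD, cut at about 15% in these data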;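 note: 0% = median of all compound wells on the plate and 100% = blocking peptide control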
ARFGAP1 inhibitor – inhibitors of rat ARFGAP1. inhibition, % at 16.5 µM. Arfgap1-stimulated ARF1 GTP hydrolysis, GDP FP detection. 360,000 compounds, 0.26% hits. Q62848;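 active = inhibition above a per-plate limit, mean inhibition of low control wells plus 3 SD, cut at about 25% in these data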;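 note: 0% = DMSO wells with enzyme and 100% = wells lacking Arfgap1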
Target sequence (Q62848 1-136 limits assumed): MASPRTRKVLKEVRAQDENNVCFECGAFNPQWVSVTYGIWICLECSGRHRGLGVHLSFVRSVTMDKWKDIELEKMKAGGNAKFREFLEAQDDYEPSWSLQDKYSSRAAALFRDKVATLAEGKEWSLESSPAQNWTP
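System: truncated rat Arfgap1 GAP domain / Medium: HEPES-based buffer, pH 7.5 / Also added: N-terminally truncated human ARF1-GTP substrate / Incubation: enzyme reaction 120 min at 25 °C after 20 min preincubation / Measured by: FP of antibody-bound GDP Alexa 633 tracer, ex 620/em 688 nm / Replicates: singlicate, each compound tested once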
DDE Tn7 FP inh – disrupts Tn7 cyclic peptide binding to fibrin D-Dimer-E complex | FP displacement of FITC-Tn7 peptide from fibrin DD(E); 0% = median of compound wells per plate | 370,000 compounds, 0.13% hits | inhibition, % at 8.3 µM;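 active = inhibition above the mean of compounds falling within the control limits plus 3 SD of them, cut at about 14% in these data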;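 note: 0% = plate median of compound wells and 100% = 10 µM Aha-Tn7 peptide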
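Test system: human clot-derived fibrin DD(E) complex / Quantity: 2 µM final DD(E) protein / Incubation: 10 min plus 3 h, room temperature / Measured by: fluorescence polarization / Benchmarks: high control of 10 µM Aha-Tn7 peptide / Replicates: singlicate testing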
MBD2 inh – MBD2-methylated oligo binding inhibition. TR-FRET, MBD2 binding to methylated oligonucleotide. inhibition, % at 4.4 µM. 370,000 compounds, 0.31% hits. AID 686964; in the data active = inhibition above about 13%
Target sequence (Q9UBB5 whole entry, looked up): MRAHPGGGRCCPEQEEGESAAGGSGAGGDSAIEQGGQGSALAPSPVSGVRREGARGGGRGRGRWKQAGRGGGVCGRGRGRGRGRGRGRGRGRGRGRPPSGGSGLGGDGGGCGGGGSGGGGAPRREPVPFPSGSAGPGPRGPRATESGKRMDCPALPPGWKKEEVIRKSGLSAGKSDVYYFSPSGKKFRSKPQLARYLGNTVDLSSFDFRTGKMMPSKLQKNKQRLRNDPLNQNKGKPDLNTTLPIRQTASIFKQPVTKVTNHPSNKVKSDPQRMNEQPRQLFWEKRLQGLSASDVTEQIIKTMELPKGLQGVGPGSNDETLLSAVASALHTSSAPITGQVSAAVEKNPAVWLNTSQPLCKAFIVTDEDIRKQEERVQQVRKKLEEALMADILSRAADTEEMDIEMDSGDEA
ADAM17 inh – inhibitors of human ADAM17; P78536; recombinant ADAM17, EDANS/DABCYL FRET peptide cleavage; inhibition, % at 6.95 µM; 370,000 compounds, 0.83% hits;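 active = inhibition above the mean of compounds lying between control limits plus 3 SD, set per campaign, cut at about 8.5% in these data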;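 note: 0% = DMSO-only wells as the low control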
ASAP1 GAP inh – ASAP1 ArfGAP inhibition; 360,000 compounds, 0.19% hits; Q9ULH1; AID 624377; ASAP1-stimulated ARF1 GTP hydrolysis, GDP FP detection; inhibition, % at 16.5 µM; in the data active = inhibition above about 25%;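 note: 0% = vehicle with enzyme and substrate and 100% = no enzyme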
Active calls of the source: *; · = no result given.

Start of the data: the first 5 records, ahead of the listing:
Order of results: UHRF1 binding	PLC-beta3 inh	KLK7 zymogen act	PLC-gamma1 inh	Tn6 DDE FP	ARFGAP1 inhibitor	DDE Tn7 FP inh	MBD2 inh	ADAM17 inh	ASAP1 GAP inh
> COc1ccccc1CN(C)C[C@H]1OCc2cnnn2CCCC(=O)N([C@H](C)CO)C[C@@H]1C
    2	2	0.1	0	5	13	-3	0	-4	-19
> COc1cc(O)c(C=Nc2ccccc2NS(=O)(=O)c2ccc(C)cc2)c(OC)c1
    -2	1	0.8	1	-3	15	8	1	-1	10
> CCOC(=O)C(Cc1ccc(OC)c([N+](=O)[O-])c1)NC(=O)CCC(=O)Nc1ccc(C)cc1 (stereo not given)
    0	-4	-0.1	0	-7	0	0	5	-1	1
> CC(=O)Nc1cncc(-c2cccc(C(=O)NC3CC3)c2)n1
    1	-1	-0.2	2	2	-4	1	0	-3	1
> O=C(NC1=NCCS1)NC12CC3CC(CC(C3)C1)C2
    3	5	-0.1	7	1	4	-3	2	1	2

Main list, previewed entries included:
Order of results: UHRF1 binding	PLC-beta3 inh	KLK7 zymogen act	PLC-gamma1 inh	Tn6 DDE FP	ARFGAP1 inhibitor	DDE Tn7 FP inh	MBD2 inh	ADAM17 inh	ASAP1 GAP inh
> COc1ccccc1CN(C)C[C@H]1OCc2cnnn2CCCC(=O)N([C@H](C)CO)C[C@@H]1C
    2	2	0.1	0	5	13	-3	0	-4	-19
> COc1cc(O)c(C=Nc2ccccc2NS(=O)(=O)c2ccc(C)cc2)c(OC)c1
    -2	1	0.8	1	-3	15	8	1	-1	10
> CCOC(=O)C(Cc1ccc(OC)c([N+](=O)[O-])c1)NC(=O)CCC(=O)Nc1ccc(C)cc1 (stereo not given)
    0	-4	-0.1	0	-7	0	0	5	-1	1
> CC(=O)Nc1cncc(-c2cccc(C(=O)NC3CC3)c2)n1
    1	-1	-0.2	2	2	-4	1	0	-3	1
> O=C(NC1=NCCS1)NC12CC3CC(CC(C3)C1)C2
    3	5	-0.1	7	1	4	-3	2	1	2
> CC(NC(=O)C1CCC1)c1ccccc1 (stereo not given)
    1	2	1.1	9	5	5	-2	-1	-1	-4
> Cc1ccc(C(=O)Nc2ccccc2C(=O)NC(CC(=O)O)C(=O)O)cc1 (stereo not given)
    7	2	-0.4	5	2	1	-3	3	3	9
> Cc1ccccc1NC(=S)NCc1cccs1
    0	2	0.0	2	7	7	-5	4	0	6
> O=C(CN1C(=O)c2ccccc2S1(=O)=O)N1CCCCC1
    -1	2	-0.4	4	0	-2	-4	-7	3	6
> CCOc1cc(S(=O)(=O)N(CC)CC)c(OCC)cc1-n1cnnn1
    1	-54	2.4	-36	5	-1	-8	2	-79	18
> CC(NCc1ccco1)C(=O)N1CCCN(C)CC1 (stereo not given)
    -1	3	-0.3	2	7	·	0	1	1	·
> O=C(OCc1nnc(-c2ccccc2)o1)C1CCN(S(=O)(=O)c2cccs2)CC1
    1	0	0.1	-1	-2	2	-2	-2	0	10
> CC(=O)Nc1ccc(/C=N/NS(=O)(=O)c2cc(C)ccc2C)cc1
    -1	-4	0.4	0	-5	6	-4	1	1	-6
> C/C=C/C(=O)Nc1ccc(N2CCN(c3ccc(C(F)(F)F)cn3)CC2)nc1
    -4	-6	0.1	1	1	8	-2	3	0	-5
> CSc1nn(CCC#N)c(=O)[nH]c1=O
    8	5	0.1	-1	-5	-4	1	2	-8	12

Some entries already given, reduced to ADAM17 inh and Tn6 DDE FP.
Compound | ADAM17 inh | Tn6 DDE FP
O=C(OCc1nnc(-c2ccccc2)o1)C1CCN(S(=O)(=O)c2cccs2)CC1 | 0 | -2
CC(NCc1ccco1)C(=O)N1CCCN(C)CC1 (stereo not given) | 1 | 7

(continued)
Order of results: UHRF1 binding	PLC-beta3 inh	KLK7 zymogen act	PLC-gamma1 inh	Tn6 DDE FP	ARFGAP1 inhibitor	DDE Tn7 FP inh	MBD2 inh	ADAM17 inh	ASAP1 GAP inh
> COC(=O)Cc1ccc(OC2(C)CCN(Cc3ccccc3)C2)cc1 (stereo not given)
    3	3	-0.5	4	-2	-9	2	1	1	-15
> COc1ccc(C2c3c(oc4ccccc4c3=O)C(=O)N2c2ccccn2)cc1 (stereo not given)
    -2	-2	-0.3	0	-4	4	-5	1	-6	-4
> Cc1cccc(OCc2nc(-c3ccc(Br)o3)no2)c1
    -1	-6	-0.5	-1	8	-9	0	-4	2	3
> CNS(=O)(=O)c1cc(-c2nnc(Nc3ccc(NC(C)=O)cc3)c3ccccc23)ccc1C
    -3	1	0.2	0	4	9	9	-8	2	6
> CC(C)[C@@H]1O[C@H](CCc2ccccc2)CC2=C1C(=O)OC(C)(C)O2
    -2	1	0.0	1	9	0	8	1	-2	-2
> Cc1cccc(C)c1OCC(=O)Nn1c(=O)[nH]c2ccccc2c1=O
    1	1	-2.3	-1	1	2	-7	5	-8	10
> COc1ccccc1NC(=O)CN1CCN(c2ccccc2F)CC1
    0	3	0.4	2	9	-5	4	-2	-3	17
> C=C(C)CSC1=C(C#N)C(c2ccccc2)CC(=O)N1 (stereo not given)
    3	9	-0.7	8	-2	3	-4	-2	4	12
> Cc1cccc(SCC(=O)Nc2ccccc2[N+](=O)[O-])c1
    -1	-3	0.5	2	-5	3	-1	-5	1	-20
> CCc1nnc(NC(=O)CSc2nc(-c3ccccc3)nc3ccccc23)s1
    5	-1	0.2	-1	2	5	5	4	-5	-2
> COC(=O)CN1C(=O)Nc2ccc(Cl)cc2C1c1ccccc1 (stereo not given)
    1	0	-0.8	4	4	-8	4	-5	-3	4
> COC(=O)[C@]12CCCCC=C1N(CCC1=CCCCC1)C(=O)[C@H](CC(=O)NCC13CC4CC(CC(C4)C1)C3)C2
    0	2	1.0	3	1	7	1	4	-4	8
> COc1cnn(-c2ccccc2)c(=O)c1OC
    2	-2	-0.3	-1	-7	3	-5	8	-3	3
> CSC1=NCCN1S(=O)(=O)c1ccc(C)cc1
    0	-2	-0.4	0	-4	-12	0	1	-5	-6
> COC(=O)c1[nH]c2cccc(C)c2c1NC(=O)CN1CCN(C(=O)c2ccco2)CC1
    -4	-17	-0.2	-13	-1	19	7	-3	-8	13
> CCO[C@H]1OC(C(=O)NCc2nc3ccccc3[nH]2)=C[C@@H](C2CC2)[C@@H]1CCCO
    -5	4	0.1	1	-3	1	-2	-2	-3	-5
> OCCCNC(=S)Nc1ccc(Nc2ccccc2)cc1
    1	-1	-0.5	-1	4	-3	2	-2	-1	14
> Cc1cc2ncn(CCC(=O)NC(C)(C)C)c2cc1C
    0	-1	0.6	0	-7	3	1	-1	-4	-10
> Nc1cccc(Oc2ccc3c(c2)C(=O)N(CC2CCCO2)C3=O)c1 (stereo not given)
    2	-7	0.3	4	-13	15	2	4	-3	10
> Nc1c(Cl)ncnc1N/N=C/c1cccc(O)c1
    -4	-27	0.4	-14	-3	2	2	0	-5	7
> CCS(=O)(=O)c1nc(S(=O)(=O)c2ccc(Cl)cc2)c(NCCOC)s1
    2	2	0.3	-1	-2	-4	1	-4	1	-13
> CCOc1ncccc1C(=O)Nc1cc(S(=O)(=O)N2CCCCC2)ccc1Cl
    0	-5	-0.2	7	-1	-12	1	3	-2	4
> Cc1cc(C)c(C)c(S(=O)(=O)N2CCN(c3ccc(O)cc3)CC2)c1C
    3	2	0.0	0	-6	0	-6	3	6	8
> Clc1ccc(C2Nc3cccc4cccc(c34)N2)cc1
    1	-13	-0.4	-7	-2	15	-3	3	-1	-8
> CC(=O)N/C(=C\c1ccccc1)C(=O)Nc1ccccc1C
    2	0	-0.3	1	-4	-4	4	1	-1	4
> COc1ccccc1CNc1nc(NCCN2CCNC2=O)c2sccc2n1
    -1	2	-0.1	3	0	4	-1	-4	-2	-7
> COc1ccc(-c2cc(C(=O)N=Nc3c(O)[nH]c4ccccc34)[nH]n2)cc1
    0	-4	0.5	-1	-4	·	0	-1	0	·
> NC(=O)c1sc2nc(-c3ccco3)ccc2c1N
    28*	-384	6.2	-314	-7	1	-6	12	-139	10
> CCOC(=O)c1c(C)[nH]c(C)c1C(=O)Cn1nnc(-c2ccccc2C)n1
    2	2	0.6	5	-1	0	-13	-3	5	1
> CC1(C)C(=O)C=C(N2CCCCC2)c2ccccc21
    0	-19	-0.4	-17	2	0	-5	-1	-1	-16
> Cc1ccc(S(=O)(=O)NC(CC(C)C)C(=O)N2CCN(C/C=C/c3ccccc3)CC2)cc1 (stereo not given)
    0	-2	-0.4	3	-1	13	-4	-1	6	-2
> C[N+]12CCC(CC1)C(OC(=O)C(O)(c1ccccc1)c1ccccc1)C2 (stereo not given)
    0	1	0.3	3	10	-1	5	2	-1	2
> O=C(NNS(=O)(=O)c1c(F)cc(F)c(Cl)c1F)C12CC3CC(CC(C3)C1)C2
    1	5	-0.2	-1	4	12	-2	-1	-1	-9
> O=C(O)c1ccccc1C(=O)Nc1ccccc1NC(=O)c1ccccc1C(=O)O
    -3	-13	0.1	-13	-2	3	-3	6	-11	7
> Cc1ccc(NC(=O)c2ccc(S(=O)(=O)N3CC(C)CC(C)C3)cc2)cc1S(=O)(=O)N1CCOCC1 (stereo not given)
    3	-2	0.1	3	-1	5	-2	-6	2	5
> CN(CC(=O)NC(=O)NCc1ccccc1)CC(=O)Nc1ccc(Cl)c(Cl)c1
    16	-8	0.2	2	-8	6	-2	5	8	12
> CN(CCC#N)C(=O)COC(=O)c1ccc(CNS(=O)(=O)c2ccc(F)c(Cl)c2)cc1
    -4	-1	-0.4	0	-13	2	-3	-8	1	5
